Source: PubChem
TNAP activation fold: human TNAP enzyme activators, primary screen, biochemical, luminescent, no phosphate acceptor, uHTS (AID 1001). Alkaline phosphatase, tissue-nonspecific isozyme (Homo sapiens). purified TNAP, luminescent activation assay, no phosphate acceptor; higher activation fold means a stronger effect. activation fold at 20 µM; hits with a dose series show EC50 in µM. 200,000 tested, 0.03% active; in the data active means activation fold from about 3, or a potency from the dose series; inactive means the rest, 99 in 100 with activation fold below about 1.6; further: many of its hits are not listed in these tables
T cell modulator: modulators of CD8 T cell-vesicle binding, primary screen, mouse 2C CD8+ T cells, flow cytometry; 2C CD8+ T cell-vesicle binding; stronger effect = lower value; calls only at 7 µM; 330,000 tested, 0.068% active; AID 2052, 2009;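 active means response, share of CD8 T cells binding vesicles, and their 90th percentile fluorescence all below set limits, cut at about 80% in these data, passing the limit was not always enough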
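Test system: purified 2C TCR transgenic mouse naive CD8+ T cells. Probe or stimulus: QL9-peptide-loaded Drosophila micro-vesicles bearing Ld, ICAM-1 and B7-1. Incubation: binding step 1.5 h, 37 °C, antibody labelling 20 min, ice. Measured by: flow cytometry of vesicle-bound cells.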
NTR1 agonist: agonists of NTR1, primary screen, imaging, U2OS cells, beta-arrestin-GFP, high content (AID 493036) | NTR1-U2OS beta-arrestin-GFP spot imaging, agonist mode | activation, % at 20 µM | 330,000 tested, 0.17% active;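 active means activation at or above 40% of the spot to cytoplasm intensity ratio, with at least 20 cells analyzed; inconclusive means wells under 20 cells, flagged as cytotoxic or low count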;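 further: 0% = DMSO without peptide and 100% = 100 nM NTR1 peptide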
Target sequence (P30989 whole entry, looked up): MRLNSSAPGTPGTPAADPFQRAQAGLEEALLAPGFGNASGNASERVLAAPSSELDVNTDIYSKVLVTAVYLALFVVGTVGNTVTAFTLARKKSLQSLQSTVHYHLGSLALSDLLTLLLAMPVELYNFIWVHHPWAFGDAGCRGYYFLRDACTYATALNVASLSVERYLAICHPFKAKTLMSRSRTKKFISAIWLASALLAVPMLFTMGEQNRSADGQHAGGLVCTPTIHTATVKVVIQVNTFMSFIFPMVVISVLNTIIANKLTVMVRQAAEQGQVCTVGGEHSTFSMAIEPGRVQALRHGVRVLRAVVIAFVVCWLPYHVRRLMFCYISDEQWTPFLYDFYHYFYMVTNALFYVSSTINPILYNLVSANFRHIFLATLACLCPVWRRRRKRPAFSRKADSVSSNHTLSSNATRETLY
PhoP inhibition: inhibitors of PhoP regulon expression, primary screen, Salmonella Typhimurium, GFP reporter (AID 1863). S. Typhimurium PhoP-regulated promoter GFP reporter, 4 h; higher % means a stronger effect. one-dose inhibition, % at 50 µM; IC50 in µM for titrated hits. 300,000 tested, 0.16% active;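 active means inhibition over 29.93%, a cutoff 3 SD above the screen mean, later confirmed by dose response; inconclusive means inhibition over 29.93% but no dose response follow-up; inactive means inhibition at most 29.93% or unconfirmed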;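 further: 0% = low Mg2+ inducing control and 100% = high Mg2+ repressing control; strong numbers were not always called active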
SV40 large T antigen: SV40 large T antigen inhibitors, biochemical (AID 1903); SV40 large T antigen ATPase/helicase inhibition assay; higher % means a stronger effect; one-dose inhibition, % at 20 µM; IC50 in µM for titrated hits; 310,000 tested, 0.39% active; in the data active means a potency from the dose series; inconclusive means inhibition mostly from about 32% at the one dose, without a potency; inactive means the rest, 99 in 100 with inhibition below about 32%; further: strong numbers were not always called active
Rac1 GTP hydrolysis: MgcRacGAP GTPase-activating activity inhibitors, confirmation, biochemical, ADP Hunter fluorescence; one-dose inhibition, % at 30 µM; IC50 in µM for titrated hits; 340,000 tested, 0.6% active; Rac GTPase-activating protein 1 (Homo sapiens); MgcRacGAP-stimulated Rac1 GTP hydrolysis, ADP Hunter fluorescence; higher % means a stronger effect; GST-tagged Rac1 F28L mutant substrate;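 active means first-screen hits whose inhibition reached a set limit at any dose in the follow-up dose series; inconclusive means inhibition above the set first-screen limit but never retested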;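 further: fluorescence reports GDP produced by GAP-driven GTP hydrolysis; strong numbers were not always called active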
Myeloid diff 2: induction of myeloid progenitor differentiation, primary screen, cell-based, flow cytometry, MLPCN library; ER-HoxA9 myeloid progenitors, lysozyme-GFP differentiation; calls only at 10 µM; 360,000 tested, 1% active; AID 624256, 2012;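 active means normalized GFP-positive differentiation at or above the plate's own cutoff, the solvent-only control mean plus 3 SD; inconclusive means no clear call, values can overlap the other calls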;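 further: cells exposed to compound for four days before flow analysis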
UTI89 phage lysis: inhibition of K1F phage lysis, E. coli UTI89, bacterial capsule biogenesis inhibitors, alamar blue (AID 488966). E. coli UTI89 K1F phage lysis, alamar blue, 2 h; higher % means a stronger effect. inhibition, % at 100 µM, or IC50 in µM where a hit was titrated. 340,000 tested, 0.02% active;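 active means phage lysis inhibition, versus mean bacterial control, above a set limit; inconclusive means no clear call, values can overlap the other calls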;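 further: capsule biogenesis inhibitors block K1F phage lysis so surviving cells raise fluorescence; higher fluorescence means more inhibition of phage lysis; actives were called in the ten point dose series up to 300 µM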
RSV antiviral HEp-2: RSV antiviral activity via CPE protection, HEp-2 cells, primary 10 µM value included (AID 2391); HEp-2 cells, RSV-induced CPE inhibition; higher % means a stronger effect; CPE inhibition, % at 10 µM, or IC50 in µM where a hit was titrated; 310,000 tested, 0.13% active; in the data active means a potency from the dose series; inconclusive means CPE inhibition mostly from about 23% at the one dose, without a potency; inactive means the rest, 99 in 100 with CPE inhibition below about 21%; further: strong numbers were not always called active
T cell modulator vesicle-bound %: further read-out of T cell modulator, marked with its call; double positive events, %; measured here: CD8+ vesicle-bound cell fraction;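 binding gate set so that unloaded-vesicle control wells show 10% double positive cells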
NTR1 agonist cell count 20 µM: also measured in NTR1 agonist; calls as there; cell count; measured here: cell count, cytotoxicity flag
Myeloid diff 2 GFP+ MAC1+ %: second read-out of Myeloid diff 2, no call of its own (marks repeat the call); GFP+ MAC1+ double positive, %; measured here: differentiation confirmed by MAC1 staining
The depositor's hits bear a star; i = inactive; ? = inconclusive; . = not tested or not shown; [ ] = another dose, or the depositor's remark.

SMILES	TNAP activation fold	T cell modulator	T cell modulator vesicle-bound %	NTR1 agonist	NTR1 agonist cell count 20 µM	PhoP inhibition	SV40 large T antigen	Rac1 GTP hydrolysis	Myeloid diff 2	Myeloid diff 2 GFP+ MAC1+ %	UTI89 phage lysis	RSV antiviral HEp-2
COC(=O)COc1cccc(NC(=O)c2ccc(C)cc2)c1	1.1	i	48	1.2	86	3%	-1%	7%	i	1.1	0.1%	-0.6%
CC(=O)Oc1ccc2c(C)c(CC(=O)N3CCN(C(=O)C4COc5ccccc5O4)CC3)c(=O)oc2c1C (stereo not given)	.	i	12	0.8	64	-4%	26%	12%	i	5.0	0.3%	6.8%
CCn1c(SCC(=O)Nc2ccc(S(N)(=O)=O)cc2)nnc1-c1ccccc1OC	1.1	i	8	-0.2	30	-5%	4%	14%	i	0.7	-0.2%	-1.4%
CC(C)(C)c1nc(SCC(=O)c2ccccc2)c2ccccc2n1	1.1	i	32	5.7	42	-1%	8%	15%	i	0.2	0.3%	40%
CC(C)CCSc1nc2ccccc2[nH]1	1.4	i	25	0.8	28	5%	12%	7%	i	0.4	3.1%	4.2%
CC(=O)NNC(=O)N1Cc2ccccc2Oc2ccc(Cl)cc21	.	i	28	-0.8	59	-3%	7%	5%	i	1.7	2.5%	2.2%
CCOc1ccc(N(CC(=O)Nc2cccc(C)c2C)S(=O)(=O)c2c(C)[nH]c(=O)[nH]c2=O)cc1	.	i	33	-1.5	63	0%	9%	2%	i	0.3	0.1%[50 µM]	0.0%
CCOC(=O)c1sc(N)c(C#N)c1CSc1nc2ccc(OCC)cc2[nH]1	1.1	i	9	-1.3	79	0%	8%	8%	i	0.5	2.4%	19%
COc1ccccc1NC(=O)Nc1ccc(C(=O)N2CCCCC2)cc1	.	i	32	0.1	62	-14%	20%	11%	i	0.1	0.4%	3.5%
COc1ccc(CN2CCCN(S(=O)(=O)c3ccc(Br)cc3)CC2)cc1	.	i	49	1.5	105	-5%	3%	8%	i	0.2	0.0%	15%
Cc1ccc(NS(=O)(=O)c2ccc(CCC(=O)N3CCOCC3)cc2)cc1	1.1	i	56	-0.6	57	4%	4%	7%	i	1.1	0.2%	0.0%
CCN(CC)CCn1cnc2c([nH]c3cccc(OC)c32)c1=O	1.1	i	33	-1.3	45	5%	2%	13%	i	1.1	0.3%	0.7%
O=c1[nH]c(/C(Cl)=C/c2cc(Cl)ccc2O)nc2cc(Cl)ccc12	1.2	i	44	8.3	60	-15%	11%	7%	i	0.4	0.3%	-1.6%
Cc1c(C)c2ccc(OC(C)C(=O)NC3CCN(Cc4ccccc4)CC3)cc2oc1=O (stereo not given)	.	i	30	1.3	59	-7%	8%	13%	i	1.7	0.3%	-0.4%
CC(C)(C)c1ccc(S(=O)(=O)N2CCN(C(=O)c3ccc4c(c3)C(=O)N(Cc3ccncc3)C4=O)CC2)cc1	.	.	.	0.4	45	.	.	4%	i	1.1	1.1%[50 µM]	.
COc1ccc(CNC(=O)CCCn2nc([N+](=O)[O-])cc2C)cc1	1.1	i	50	-0.4	65	-6%	8%	9%	i	0.8	2.1%	-0.4%
O=S(=O)(c1cccc2cccnc12)n1cnc2ccccc21	1	i	41	1.0	74	7%	5%	0%	i	1.1	-0.1%[50 µM]	4.3%
COc1ccc(S(=O)(=O)N2CCCCC2)cc1NC(=O)C1CCCC1	.	i	28	0.7	66	.	.	2%	i	0.5	-1.0%	0.1%
Cc1ccc(S(=O)(=O)N2CCC(C(=O)NCCN3CCCCCC3)CC2)cc1	1.1	i	53	-0.1	81	2%	7%	-1%	i	0.7	9.5%	0.5%
CC(/C=N/NC(=O)C(O)c1ccccc1)=C\c1ccccc1 (stereo not given)	1.1	i	53	-1.6	31	1%	3%	1%	i	3.2	0.8%	2.3%
Cc1ccc(S(=O)(=O)N/N=C/c2c[nH]c3ccccc23)cc1	1	i	9	0.3	53	-6%	24%	18%	i	0.8	0.5%	-1.0%
Cc1ccc(N2CC(C(=O)NCCC3=CCCCC3)CC2=O)cc1 (stereo not given)	.	i	26	-0.2	51	-2%	0%	8%	i	0.8	0.9%[50 µM]	-2.4%
C[C@@H]1CN(Cc2nc(-c3cccs3)no2)C[C@H](C)O1	1.1	i	50	0.8	60	18%	-14%	7%	i	0.3	0.4%	1.3%
COc1cc(NC(=O)CSCc2cnn(-c3ccccc3)c2-n2cccc2)cc(OC)c1	1.1	i	18	0.7	47	-6%	6%	11%	.	.	-1.0%	1.4%
O=C(O)CCCCCN1C(=O)/C(=C/c2ccncc2)SC1=S	0.9	i	8	1.0	52	18%	14%	11%	i	0.0	0.1%	14%
Cc1csc2c(N3CCN(C(=S)Nc4ccc(F)cc4F)CC3)ncnc12	.	i	20	2.3	46	-2%	8%	-6%	i	0.9	-1.8%	5.0%
O=C1C=C(c2ccc3c(c2)OCCO3)C[C@@H](c2ccc(F)cc2)C1	.	i	30	6.8	56	.	.	4%	i	0.6	-0.6%	1.8%
Cc1cccc(C)c1NC(=O)COc1ccc2c(C)c(Cc3ccccc3)c(=O)oc2c1C	1.2	i	32	5.6	79	5%	12%	-6%	i	0.1	0.3%	1.1%
CNC(=S)NNC(=O)c1cccs1	.	i	18	0.0	42	-4%	14%	2%	i	0.3	-0.6%	7.9%
COc1ccc2c(c1)c(-c1csc(N)n1)c(C)n2C	.	i	51	1.9	52	3%	12%	7%	i	0.8	0.2%	3.0%
Cn1c(SCc2ccccc2Cl)nc2c1c(=O)[nH]c(=O)n2C	.	i	57	0.4	58	-3%	10%	7%	i	0.5	0.1%	56%
COc1ccccc1C(C)NC(=O)c1ccc(C)o1 (stereo not given)	1	i	42	1.2	61	-3%	3%	8%	i	1.0	0.5%	-0.1%
N/N=C(\Cc1cscn1)c1ccc(O)cc1O	.	i	25	1.3	64	-12%	17%	53µM*	i	0.1	0.4%	0.5%
O=C1CC(N(CCc2ccccc2)C(=S)Nc2ccccc2)C(=O)N1c1ccc(F)cc1 (stereo not given)	.	i	56	3.9	59	-3%	8%	2%	i	0.2	1.0%	5.8%
O=C(CCN1C(=O)C2CC=CCC2C1=O)OCC(=O)c1ccc(F)cc1 (stereo not given)	.	i	42	-0.5	64	.	.	4%	i	0.9	2.6%	.
COC(=O)c1nnc(-c2ccccc2)c(-c2ccccc2)n1	1	i	12	-0.3	47	1%	20%	-3%	i	5.9	6.5%	-0.1%
COC(=O)N/N=C/c1ccccc1	1.1	i	26	-0.1	56	9%	1%	3%	i	0.6	2.1%	0.9%
CC(C)(C)c1ccc(NC(=O)Nc2ccc3ccccc3n2)cc1	.	i	50	4.8	46	-14%	16%	10%	i	0.2	-0.1%	.
CC(C)CCNC(=O)CN(CCCN1CCOCC1)C(=O)Cn1nnc(-c2ccc(F)cc2)n1	1	i	56	2.6	67	23%	3%	9%	i	1.6	7.3%	0.3%
Cc1c(C)n(CCc2ccccc2)c2ncnc(NCCCN(C)C)c12	.	i	6	2.1	39	-11%	4%	26%	i	0.3	0.0%	0.0%
CCn1cc(S(=O)(=O)CC(=O)N2CCc3ccccc32)c2ccccc21	.	i	30	-0.9	81	-3%	16%	6%	?	.	-0.8%	3.1%
COC(=O)c1c(NC(=O)CN2CCN(C(=O)c3ccco3)CC2)c2c(C)cccc2n1C	1.1	i	48	-1.2	47	-4%	4%	3%	i	0.5	0.4%	2.2%
O=C1NC(=O)C2(COC(c3cccnc3)OC2)S1 (stereo not given)	1	i	41	1.9	82	-2%	25%	13%	i	0.1	0.3%	1.7%
O=C(N/N=C/c1ccncc1)C1CC1C(=O)N/N=C/c1ccncc1 (stereo not given)	1	i	30	0.2	27	-5%	23%	3%	i	0.3	0.7%	1.4%
O=C(Cn1nnc2ccccc21)NC1CCCCC1	1.1	i	27	-1.4	77	4%	8%	-16%	i	2.2	-0.2%	1.9%
COc1ccc(CNc2ccc3c(c2)ncn3C)cc1OC	.	i	58	-0.7	78	-3%	28%	?	i	0.4	0.3%	2.5%
O=C(COC(=O)c1cccc(Cl)c1)NCCN1C(=O)CSC1=O	1.1	i	4	1.9	59	0%	-10%	-11%	i	0.3	0.0%[50 µM]	1.5%
CC(C)(C)c1ccc(C(=O)Nc2ccccc2NC(=O)c2ccco2)cc1	1.1	i	31	3.9	49	1%	6%	6%	i	0.3	1.1%	15%

The last 2 records of the section before open the next one:
SMILES	TNAP activation fold	T cell modulator	T cell modulator vesicle-bound %	NTR1 agonist	NTR1 agonist cell count 20 µM	PhoP inhibition	SV40 large T antigen	Rac1 GTP hydrolysis	Myeloid diff 2	Myeloid diff 2 GFP+ MAC1+ %	UTI89 phage lysis	RSV antiviral HEp-2
O=C(COC(=O)c1cccc(Cl)c1)NCCN1C(=O)CSC1=O	1.1	i	4	1.9	59	0%	-10%	-11%	i	0.3	0.0%[50 µM]	1.5%
CC(C)(C)c1ccc(C(=O)Nc2ccccc2NC(=O)c2ccco2)cc1	1.1	i	31	3.9	49	1%	6%	6%	i	0.3	1.1%	15%
Cc1c(Cl)cccc1NC(=S)NCC(O)c1ccccc1 (stereo not given)	.	i	57	0.1	56	-2%	2%	11%	i	0.5	0.2%	2.6%
Cc1ccc(-c2nc(-c3ccccn3)no2)cc1	1.1	i	55	-0.7	49	-12%	7%	-3%	i	0.6	1.0%	1.0%
Cc1ccc(NC(=O)CCC(=O)N/N=C/c2cccnc2)cc1	.	i	23	-0.4	56	3%	3%	2%	i	0.7	0.1%	2.5%
CCc1cccc(CC)c1NC(=O)COC(=O)CC1c2ccccc2CCN1S(=O)(=O)c1ccc(F)cc1 (stereo not given)	1.4	i	31	-0.7	53	-1%	9%	2%	i	1.6	4.5%	13%
O=C(COc1ccc(F)cc1)OCCN1CCOCC1	1.1	i	40	-0.1	43	-4%	12%	7%	i	0.2	0.8%	0.2%
